PRMT1 inh: PRMT1 (human) inhibition, primary screen | recombinant PRMT1, activity-based probe fluorescence polarization | inhibition, % at 2.79 µM | 1.3% of 370,000 active;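 active = inhibition above about 21% made by adding two undisclosed values, limit read from the data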
Target sequence (Q99873 whole entry, looked up): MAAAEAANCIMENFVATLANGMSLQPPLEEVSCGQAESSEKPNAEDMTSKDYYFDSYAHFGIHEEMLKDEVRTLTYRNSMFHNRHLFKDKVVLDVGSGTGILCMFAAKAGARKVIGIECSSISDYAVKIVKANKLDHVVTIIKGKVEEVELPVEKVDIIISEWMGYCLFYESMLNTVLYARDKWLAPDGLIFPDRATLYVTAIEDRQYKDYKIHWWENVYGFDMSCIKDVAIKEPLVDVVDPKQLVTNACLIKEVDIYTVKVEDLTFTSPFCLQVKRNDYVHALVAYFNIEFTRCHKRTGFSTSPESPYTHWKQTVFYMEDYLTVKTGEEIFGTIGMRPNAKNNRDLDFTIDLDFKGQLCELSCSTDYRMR
HTRA1 inh: inhibitors of human serine peptidase HTRA1. Q92743. recombinant HTRA1, FP-rhodamine activity-based probe, fluorescence polarization. inhibition, % at 5.96 µM. 0.5% of 340,000 active. AID 504803; in the data active = inhibition above about 36%;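 also: 0% = enzyme with DMSO and 100% = wells lacking enzyme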
UHRF1 binding: human UHRF1 methylated DNA binding inhibitors; UHRF1 binding to methylated oligo, TR-FRET; 0.75% of 370,000 active; inhibition, % at 4.4 µM; Q96T88; in the data active = inhibition above about 21%;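 also: UHRF1 SRA domain binding a hemimethylated CpG hairpin DNA probe; 0% = median of test compound wells and 100% = reference inhibitor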
Rev-erbA mod: modulators of human Rev-erb alpha DNA binding; P20393; Rev-erbα–FITC-DNA binding, fluorescence polarization, 90 min; activity, % at 10 µM; 0.79% of 370,000 active; AID 1259318;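 active = activity above about 14%, limit read from the data; passing the limit was not always enough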;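 also: 0% = DMSO wells with 35 nM protein and 100% = DMSO wells with 750 nM protein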
PG9 binder: binds the HIV-1 gp120 antibody PG9; TR-FRET gp120-PG9 antibody binding; inhibition, % at 6.7 µM; 0.43% of 360,000 active; in the data active = inhibition above about 8.5%
LEDGF integ inh: blocks HIV-1 LEDGF/p75-dependent DNA integration. AID 743269. TR-FRET IN-LEDGF/p75 DNA integration, Eu/Cy5. 0.64% of 370,000 active. inhibition, % at 3.7 µM;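 active = inhibition above the screen-wide mean plus 3 SD, cut at about 13% in these data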;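 also: signal is the Cy5 over europium emission ratio at 671 and 618 nm; 0% = plate median of compound wells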
TCR-CD3 inh: human TCR-CD3 binding inhibition; TAMRA-labeled TCR probe fluorescence, biochemical; inhibition, % at 9.4 µM; 0.37% of 360,000 active; AID 651800; in the data active = inhibition above about 19%;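 also: recombinant mutant TCR 2C K166C tagged with TAMRA read by polarization; 0% = receptor in buffer alone and 100% = receptor with positive control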
ABHD4 inh: inhibits mouse alpha/beta hydrolase domain 4 | Q8VD66 | purified mABHD4, FP-Rh probe fluorescence polarization | inhibition, % at 8.92 µM | 0.54% of 370,000 active | AID 720543;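 active = inhibition exceeding the mean over every tested compound plus 3 SD, cut at about 30% in these data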;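 also: 0% = plate median of compound wells and 100% = S159A mutant with DMSO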
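Assay system: Wild-type mouse ABHD4 protein | Medium: HEPES pH 7.0 buffer, 150 mM NaCl, 0.01% Pluronic F-127 | Incubation: Enzyme–compound pre-incubation 45 min, then probe 60 min, both 25 °C | Technique: Fluorescence polarization with parallel and perpendicular emission, 525/598 nm | Evaluation: % inhibition of FP-Rh probe binding versus controls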
rCAG RNA binder: binds r(CAG) RNA repeats. AID 651821. inhibition, % at 3 µM. 1.3% of 370,000 active. r(CAG) RNA repeat, TO-PRO-1 dye displacement fluorescence;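 active = inhibition above the plate cutoff, the mean of all test compounds on that plate plus 3 SD, cut at about 35% in these data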;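 also: 0% = DMSO alone and 100% = 100 µM mitoxantrone as full dye displacement; higher means more dye released from RNA so lower well fluorescence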
MBD2 inh: blocks human MBD2 binding to methylated DNA; inhibition, % at 4.4 µM; 0.31% of 370,000 active; TR-FRET, MBD2 binding to methylated oligonucleotide; Q9UBB5; in the data active = inhibition above about 13%
Target sequence (Q9UBB5 whole entry, looked up): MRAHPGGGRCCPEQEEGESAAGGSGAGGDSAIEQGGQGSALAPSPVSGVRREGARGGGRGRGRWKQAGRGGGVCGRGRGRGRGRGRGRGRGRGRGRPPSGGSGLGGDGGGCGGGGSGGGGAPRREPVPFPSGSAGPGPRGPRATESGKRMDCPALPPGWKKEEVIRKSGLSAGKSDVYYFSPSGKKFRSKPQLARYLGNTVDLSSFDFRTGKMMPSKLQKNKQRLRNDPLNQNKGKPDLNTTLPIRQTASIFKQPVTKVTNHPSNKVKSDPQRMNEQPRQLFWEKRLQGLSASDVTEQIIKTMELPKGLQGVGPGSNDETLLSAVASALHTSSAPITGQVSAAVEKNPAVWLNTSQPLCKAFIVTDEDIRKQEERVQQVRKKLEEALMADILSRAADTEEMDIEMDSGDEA
The depositor's hits bear a star; / = no result given; & = joins results of further samples. These rows are one share of the data; count on the stated rates, not on these rows.

SMILES	PRMT1 inh	HTRA1 inh	UHRF1 binding	Rev-erbA mod	PG9 binder	LEDGF integ inh	TCR-CD3 inh	ABHD4 inh	rCAG RNA binder	MBD2 inh
NNC(=O)c1cc(-c2cccs2)nc2ccccc12	2	-4	-3	-7	-0.9	0	-1	-28	14	-4
O=c1[nH]c(SCc2ccc(Cl)cc2)nc2ccccc12	8	-17	4	4	-0.6	-7	-5	-4	3	0
O=C(CSc1ccccc1F)Nc1ccc(N2CCOCC2)cc1	4	3	7	-5	-1.5	-9	-4	5	2	1
O=C(C(O)c1ccccc1)N1CCN(S(=O)(=O)c2ccc(OC(F)(F)F)cc2)CC1 (stereo not given)	3	/	1	6	-2.7	-2	-10	1	0	8
CCCC(=O)NCc1cc(-c2nn(C)c(=O)c3ccccc23)ccc1C	-1	-11	-1	1	-0.6	1	-1	10	-6	6
O=C(CNC(=O)c1cccs1)NCC(=O)OCc1ccc(F)cc1	0	7	2	-1	-0.6	0	7	2	2	-1
CN(C)CC(O)COc1ccc(C(C)(C)c2ccc(OCC(O)CN(C)C)cc2)cc1 (stereo not given)	-4	12	0	-3	0.3	2	8	8	1	3
O=C(NC1CCCCCCC1)c1ccc(CNc2c(N3CCOCC3)c(=O)c2=O)cc1	-3	-10	0	0	0.0	-4	0	7	8	1
CCn1c(=O)c(-c2ccccc2)c(O)c2ccccc21	-1	1	-1	-1	-0.6	1	2	6	2	-6
O=c1c2[nH]c3ccc(Cl)cc3c2ncn1Cc1ccccn1	2	2	1	0	-1.0	-2	2	4	2	-7
CC(C)=CCC/C(C)=C/CC/C(C)=N/O	1	-6	-1	4	4.5	4	-1	5	2	6
CCOC(=O)C1Cn2c(nc3c(c2=O)C2(CCCC2)Cc2ccccc2-3)S1 (stereo not given)	1	-4	1	-1	-1.1	9	0	-4	4	-3
O=C(CN1CCN(c2ccccc2O)CC1)Nc1ccccc1C(=O)NCCc1ccccc1	8	-13	3	9	2.6	0	-6	13	9	2
Cc1nc2cc3ccccc3cc2c(=O)[nH]1	-4	6	-7	11	-1.0	-1	3	15	9	-5
CC(=O)c1ccc(N2CCN(C(=O)Nc3ccc(C)cc3)CC2)cc1	-3	3	0	3	-1.8	4	0	2	-5	-2
O=c1[nH]c(NCCO)nnc1Cc1ccccc1	-6	2	16	-4	0.6	4	14	1	3	-1
CCN(CC)CCOC(=O)c1ccc(Cl)cc1	-4	-2	-1	-1	0.5	2	0	4	-2	-1
CCOc1ccc(S(=O)(=O)N2CCCCC2)cc1NC(=O)Cc1ccccc1	3	-1	6	13	2.6	1	-7	-10	0	7
O=C(Cc1ccc(F)cc1)N1CCC(N2CCC(C(=O)N3CCOCC3)CC2)CC1	-2	13	0	-3	1.0	-4	-1	1	-1	0
CCOC(=O)c1c(O)c2cccc3c2n(c1=O)CC3	3	5	2	1	0.7	-2	3	-2	-3	3

One compound at a time, from the list above. Order of values: PRMT1 inh	HTRA1 inh	UHRF1 binding	Rev-erbA mod	PG9 binder	LEDGF integ inh	TCR-CD3 inh	ABHD4 inh	rCAG RNA binder	MBD2 inh
Record of CCCC(=O)NCc1cc(-c2nn(C)c(=O)c3ccccc23)ccc1C = -1	-11	-1	1	-0.6	1	-1	10	-6	6
Record of O=C(NC1CCCCCCC1)c1ccc(CNc2c(N3CCOCC3)c(=O)c2=O)cc1 = -3	-10	0	0	0.0	-4	0	7	8	1
Record of CCOC(=O)C1Cn2c(nc3c(c2=O)C2(CCCC2)Cc2ccccc2-3)S1 (stereo not given) = 1	-4	1	-1	-1.1	9	0	-4	4	-3
Record of CCOC(=O)c1c(O)c2cccc3c2n(c1=O)CC3 = 3	5	2	1	0.7	-2	3	-2	-3	3
Record of O=c1[nH]c(SCc2ccc(Cl)cc2)nc2ccccc12 = 8	-17	4	4	-0.6	-7	-5	-4	3	0

Later entries
SMILES	PRMT1 inh	HTRA1 inh	UHRF1 binding	Rev-erbA mod	PG9 binder	LEDGF integ inh	TCR-CD3 inh	ABHD4 inh	rCAG RNA binder	MBD2 inh
COc1ccc(CNC(=O)CCCn2c(=O)c3cccn3c3cccnc32)cc1	2	-2	2	-1	-0.7	-2	-2	1	1	1
O=C(Nc1cccc(O)c1)N1CCOCC1	1	2	2	-4	1.4	0	2	-4	0	-7
CC(C)(C)c1cc(C(=O)N2CCc3ccccc32)ccn1	1	3	-3	-4	0.7	-1	1	-2	-4	3
O=C(O)CC(=O)Nc1ccc(Oc2ccc(C(F)(F)F)cn2)c(Cl)c1	4	3	0	-1	-0.5	2	3	0	3	6
CCOC(=O)C1CCN(C(=O)C2CCN(S(=O)(=O)CC)CC2)CC1	-1	0	1	-2	-1.7	-1	1	-7	5	1
CN1CCN(c2ccc([N+](=O)[O-])cc2C(=O)c2ccc(Cl)cc2)CC1	1	1	0	3	-0.5	1	1	1	-4	3
COc1cc(CNCCO)ccc1OC1CCCC1	2	16	2	6	-0.5	-1	-5	3	-3	5
OC(CN1CCN(c2ccc(F)cc2)CC1)c1ccc(Cl)cc1 (stereo not given)	-1	10	0	4	-1.0	-1	5	2	-5	-5
COc1ccc(Nc2nc(N3CCOCC3)nc(N3CCOCC3)n2)cc1Cl	0	-4	2	-5	-1.6	-3	0	-2	-2	0
Cc1nonc1C(=O)N/N=C/c1ccc(O)cc1	-2	6	-1	-4	-0.1	-2	8	11	2	-3
Cc1ccc(C)c(N2CCN(C(=O)CN3C(=O)c4ccccc4C3=O)CC2)c1	-1	-7	-3	3	-0.2	-2	5	3	-6	0
Cc1ccc(S(=O)(=O)N2CCOCC2)cc1NC(=O)CNCc1ccc(Cl)cc1Cl	3	-9	1	-1	-0.6	1	10	-1	0	-2
O=C(NC1CCCC1)c1cc(-c2ccccc2)nc2ccccc12	-2	-7	2	4	0.1	0	-3	-2	-4	3
C=C1C(=O)O[C@@H]2C[C@@H](C)[C@@H]3C=CC(=O)[C@@]3(C)[C@@H](OC(C)=O)[C@H]12	1	/	1	-5	-0.4	4	1	2	-1	4
Cc1ccc(Nc2nc3ccccc3o2)cc1F	0	-16	0	3	-2.8	4	9	6	7	0
Cc1ccsc1/C=N/N=C1\C(=O)Nc2ccccc21	0	7	-11	1	-5.7	1	6	6	6	-5
COc1ccccc1CNC(=O)C(=O)NCC1OCCCN1S(=O)(=O)c1ccc(F)cc1C (stereo not given)	0	-2	-2	-5	-0.2	-1	2	0	-7	1
O=C(Nc1ccc2oc(=O)ccc2c1)c1cc2ccccc2o1	-1	-14	-1	-3	-0.5	-1	9	-22	32	-7
Nc1cc(N)nc(SCc2cccnc2)n1	0	-1	-4	0	-2.3	-2	9	-7	1	-1
C[C@@H](NC(=O)c1nc[nH]c1C(=O)NCC(=O)OCc1ccccc1)c1ccccc1	-2	-16	-1	2	0.2	-1	0	-13	-1	2
COc1ccc(N2CSC3=C(C#N)C(c4cc(OC)c(OC)cc4OC)CC(=O)N3C2)c(OC)c1 (stereo not given)	39*	9	-4	7	-1.3	5	-5	22	23	-3
Nc1nc(-c2cc(-c3ccccc3)no2)cs1	1	-31	3	0	0.7	-2	-1	-3	10	-1
CCc1ccccc1NC(=O)NNC(=O)c1ccc2ccccc2c1O	4	18	0	2	-1.5	-2	26*	11	6	-1
O=C(CSc1nnc(-c2cccs2)n1-c1ccccc1)NCC1CCCO1 (stereo not given)	0	4	-1	-7	-3.5	-5	1	0	-9	0
Cc1nc(C)n(CC(O)COc2ccc3c(c2)CCC3)n1 (stereo not given)	0	1	3	-2	1.8	1	-4	-6	-6	2
CCOCc1nnc(NC(=O)c2cc(OC)cc(OC)c2)s1	4	5	-1	2	-1.4	3	-5	2	-2	5
CCCCN1C(=O)CC(Nc2ccc(CC)cc2)C1=O (stereo not given)	6	2	8	9	1.3	-3	-4	-10	0	2
Nc1cc(=O)nc(SCC(=O)N(C2CCCCC2)C2CCCCC2)n1-c1ccccc1	2	-2	0	-3	0.5	2	6	5	0	-5
Cc1ccc(-c2nc(C#N)c(N3CCC(C)CC3)o2)cc1	3	-25	-1	-4	-0.4	0	9	3	-2	0
Fc1ccc(-n2cc(-c3ccccc3)c3c(NN4CCOCC4)ncnc32)cc1	-3	-8	2	-7	-3.1	0	-9	2	-10	2
S=C1NCCN1c1ccc(Cl)cc1	-1	/	1	2	0.8	-2	-11	3	2	-5
CCCCN(CCCC)CCNC(=O)c1cn(C)c2ccc(S(=O)(=O)N3CCCC3)cc2c1=O	-2	1	-2	-3	0.4	3	-3	0	1	-1
COc1ccc(CNC(=O)[C@@H]2CC=C[C@@H]3CCN(Cc4ccc(Cl)c(Cl)c4)C(=O)[C@@H]32)cc1	-3	-27	-2	5	0.6	-1	5	9	-7	0
Cc1cccc(N(C)c2ccc3cc(S(=O)(=O)N4CCCC4)ccc3n2)c1	-1	-18	1	2	-1.3	3	7	-11	1	0
Cn1c(=O)oc2cc(S(=O)(=O)NC3CCCCCCC3)ccc21	-1	4	0	-1	-2.5	3	-1	1	-4	-1
CC(C)C(c1nnnn1C1CCCC1)N1CCN(C(=O)c2ccco2)CC1 (stereo not given)	0	-4	-1	9	-1.8	1	-1	-5	-4	-4
O=C(/C=C\Nc1cccc(F)c1)c1cccs1	1	-16	0	1	0.4	-2	2	4	-2	-4
CCn1c(SCCC(=O)O)nnc1-c1cccnc1	2	-16	-1	-2	-0.7	1	0	1	0	2
COc1ccc(C(C#N)Nc2ccc(C)cc2)cc1 (stereo not given)	1	6	1	-4	0.1	1	-2	1	-3	1
O=C(CSc1ncn[nH]1)N/N=C/c1ccc(Br)cc1	-2	-5	0	-1	-1.3	0	4	6	1	1
Cc1ccc(C(=O)CNc2ccc(C)cc2C)cc1	-3	-5	0	2	-2.1	6	1	-6	2	-7
CCOC(=O)C[C@H]1c2ccc(C(F)(F)F)cc2S(=O)(=O)N1c1ccccc1	-1	-13	0	-2	-0.4	2	-5	-6	4	5
CCOCCCN(CCC#N)S(=O)(=O)c1ccc(S(=O)(=O)N2CCCC2)cc1	1	8	0	6	-0.2	6	6	7	-2	-6
O=C(c1ccccc1[N+](=O)[O-])N1CCN(c2ccc(N3CCOCC3)nn2)CC1	-1	5	-3	3	-0.2	-4	-7	3	-2	-6
CCc1cccc(C)c1NC(=O)COC(=O)Cc1ccccc1	0	3	-1	-3	-1.8	1	0	-3	4	1
CCc1ccc2[nH]c(O)c(N=Nc3nc(-c4ccccc4)cs3)c2c1	0	-8	-3	5	-0.5	4	-3	1	10	1
CC1=C(C(=O)N2CCOCC2)C(c2cccc(C)c2)NC(=S)N1 (stereo not given)	-5	1	-4	1	-2.9	0	2	-4	-1	-5
O=c1c2ccccc2c(/C=N/c2ncn[nH]2)c(O)n1Cc1ccccc1	0&3	-53&-50	14&-8	2&5	1.2&1.8	1&0	0&8	1&-4	16&23	0&0
O=C(CCCCCN1C(=O)c2ccccc2C1=O)NCc1ccco1	-5	2	0	2	-0.9	2	11	-2	-5	-3
Cc1cccc(C)c1OCC(=O)N(Cc1cccs1)C1CCS(=O)(=O)C1 (stereo not given)	1	5	2	-3	-2.1	-5	-11	4	-6	1
CCOC(=O)Cc1csc(NC(=O)c2c(C)noc2C)n1	2	6	24*	-3	0.1	1	13	6	-1	8
CCOC(=O)c1nnn(-c2nonc2N)c1CN(CC)c1ccccc1	2	0	-2	3	0.3	-3	9	1	-1	0
Cc1ccc(-c2cccc(-c3cc(=O)oc4ccc(C(C)(C)C)cc34)c2)cc1	-2	-29	2	-1	1.6	5	-7	-10	5	-5

Screens as filed in PubChem.
